Source: PubChem
RAD52 inh = inhibitors of human RAD52 DNA annealing. P43351. recombinant RAD52 DNA annealing, FRET fluorescence. inhibition, % at 18.7 µM. actives 0.46% (n = 360,000). AID 651710;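 active = every replicate showing at least 50% inhibition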
Target sequence (P43351 whole entry, looked up): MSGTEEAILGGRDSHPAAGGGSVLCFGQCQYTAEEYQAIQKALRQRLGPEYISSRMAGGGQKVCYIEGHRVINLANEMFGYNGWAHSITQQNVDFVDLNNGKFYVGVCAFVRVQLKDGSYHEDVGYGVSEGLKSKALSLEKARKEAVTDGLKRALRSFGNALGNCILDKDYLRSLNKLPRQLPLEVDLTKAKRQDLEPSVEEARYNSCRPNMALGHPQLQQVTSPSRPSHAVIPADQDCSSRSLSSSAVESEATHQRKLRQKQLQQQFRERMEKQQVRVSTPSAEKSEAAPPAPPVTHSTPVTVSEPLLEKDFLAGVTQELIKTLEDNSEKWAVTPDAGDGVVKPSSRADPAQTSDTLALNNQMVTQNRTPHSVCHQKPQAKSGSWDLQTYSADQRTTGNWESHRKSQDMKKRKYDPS
RAD54 inh = inhibitors of human RAD54 branch migration. AID 602329. actives 0.14% (n = 360,000). Q92698. RAD54 Holliday junction branch migration, FAM/BHQ fluorescence. inhibition, % at 10.4 µM;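 active = mean normalized replicate activity at least 40 and at least half of replicates scoring 40 or more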;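 also: 0% = median of neutral control wells and 100% = median of positive control wells; inhibitors cause a drop in the FAM fluorescence signal; in these data hits start at about 50%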
PglD inh = inhibitors of Campylobacter jejuni PglD acetyltransferase | inhibition, % at 12.5 µM | actives 0.098% (n = 360,000) | AID 602405 | purified PglD enzyme, DTNB colorimetric CoA detection; in the data active = inhibition above about 16%, passing the limit was not always enough; also: strong numbers were not always called active
ERAP1 inh = inhibitors of human ERAP1 aminopeptidase. recombinant ERAP1, Leu-AMC fluorescence, 60 min. inhibition, % at 10.7 µM. actives 0.15% (n = 340,000);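 active = mean replicate inhibition of at least 30%, or all replicates individually reaching that 30% level; inactive = mean below 30% and not every replicate reaching it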;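 also: 0% = neutral control wells and 100% = L-leucinethiol positive control wells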
PGC1a acetyl inh = lowers PGC1a acetylation signal in U2OS cells; AlphaScreen anti-acetyl-lysine; with virally co-expressed GCN5 acetyltransferase; inhibition, % at 15.6 µM; actives 0.17% (n = 350,000); AID 651687;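 active = every replicate shows inhibition of at least 40%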;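 also: 0% = neutral control wells and 100% = positive control wells; some results beyond the cut were filed as inactive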
E-selectin induc = induces E-selectin expression in human endothelial cells | P16581 | HUVEC E-selectin immunofluorescence imaging; normalized: neutral wells 0, TNF-alpha wells 100 | activation, % at 7.58 µM | actives 0.37% (n = 260,000);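 active = mean E-selectin-positive cell signal at least 10% of the positive control, reached in at least 60% of replicates, without over 20% cell loss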;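 also: in these data hits start at about 27%; measured in HUVEC primary endothelial cells; signal is the percent of cells scored E-selectin positive by PE staining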
Target sequence (P16581 whole entry, looked up): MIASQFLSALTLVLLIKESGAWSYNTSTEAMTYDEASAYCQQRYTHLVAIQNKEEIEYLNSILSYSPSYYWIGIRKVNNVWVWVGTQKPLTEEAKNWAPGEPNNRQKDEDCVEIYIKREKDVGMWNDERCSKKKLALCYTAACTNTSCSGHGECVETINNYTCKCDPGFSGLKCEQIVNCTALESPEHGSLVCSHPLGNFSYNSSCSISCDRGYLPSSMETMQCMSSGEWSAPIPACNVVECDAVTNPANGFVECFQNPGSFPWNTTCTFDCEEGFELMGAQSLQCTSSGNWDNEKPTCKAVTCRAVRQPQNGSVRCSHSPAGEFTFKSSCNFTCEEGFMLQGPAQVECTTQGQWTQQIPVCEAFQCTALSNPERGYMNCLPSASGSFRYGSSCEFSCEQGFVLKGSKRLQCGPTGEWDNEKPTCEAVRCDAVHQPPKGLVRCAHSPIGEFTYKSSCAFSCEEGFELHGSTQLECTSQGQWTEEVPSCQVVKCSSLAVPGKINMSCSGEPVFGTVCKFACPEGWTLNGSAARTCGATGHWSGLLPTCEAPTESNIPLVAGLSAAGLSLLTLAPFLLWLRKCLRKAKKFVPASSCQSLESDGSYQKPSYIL
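Test system – human umbilical vein endothelial cells (HUVEC), E-selectin induction · Input – 3,000 HUVEC seeded per well · Buffer or medium – EGM-2, gelatin · Compound dosing – single-point compound dose · Detection – immunofluorescence imaging · Measure – percent E-selectin-positive cells · Controls – TNF-alpha high, DMSO low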
miR-122 sensor = miR-122 inhibition in Huh7 cells | Huh7 miR-122 Renilla luciferase sensor, 48 h; neutral wells = 0, positive control = 100 | activation (reporter increase), % at 12.5 µM | actives 0.3% (n = 340,000) | AID 602342;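 active = mean replicate activation score at least 90 and every replicate individually at or above 90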;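 also: higher luciferase means less miR-122 activity so hits act as miR-122 inhibitors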
Cneo AK release = causes C. neoformans cell lysis | adenylate kinase release luminescence, 4 h; normalised: neutral wells 0, clomiphene wells 100 | lysis activity, % at 15 µM | actives 0.2% (n = 360,000);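 active = mean lysis activity across replicates of at least 80%, whatever share of replicates individually reach that level; inactive = mean lysis activity below 80%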
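Assay system: C. neoformans cells. Amount: yeast cell density of 5 × 10^6 cells/mL. Technique: AK luminescence. Buffer or medium: YPD. Times: static 4 h at 37 °C with compound, 1 h detection. Dosing: single-point compound dose. Read-out: lysis from increased AK signal.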
Starred values were filed as active, the others as inactive; . = no result given; & = joins results of further samples; [ ] = dose if it differs, or a comment.

SMILES	RAD52 inh	RAD54 inh	PglD inh	ERAP1 inh	PGC1a acetyl inh	E-selectin induc	miR-122 sensor	Cneo AK release
O=C(CSc1nc2cc(S(=O)(=O)N3CCOCC3)ccc2o1)NC1CCCc2ccccc21 (configuration not stated)	.	-5	1	.	5	.	10	-1
COc1ccc(/C=C2\Oc3ccccc3C2=O)cc1	-4	7	-2	-3	-6	0.1	3	-31
CC1CCC/C(=N\NC(=S)Nc2ccccc2)C1 (configuration not stated)	.	-2	-4	.	3	.	2	-2
CCS(=O)(=O)c1ccc(-c2cccc(NC(=O)COc3ccccc3)c2)nn1	-5	2	0	5	-1	.	3	1
C[C@@H]1CN([C@H](C)CO)C(=O)c2cc(NS(=O)(=O)c3ccccc3)ccc2O[C@@H]1CN(C)Cc1ccc(C(=O)O)cc1	-4	5	-1	2	10	15	2[16.7 µM]	0
Cc1noc(C)c1COc1ccc(CC(=O)NCCc2ccccn2)cc1	-9	-2	0	-5	-6	0.0	0	0
C[C@@H]1CCCCO[C@H](CN(C)C(=O)Nc2cccc3ccccc23)[C@H](C)CN([C@@H](C)CO)C(=O)c2cc(NC(=O)NC3CCCCC3)ccc2O1	-15	-3	1	1	-10	.	-1[16.7 µM]	-10
O=C(Cc1ccncc1)NCC[C@@H]1CC[C@H](NC(=O)Nc2ccc(F)cc2)[C@H](CO)O1	-15	4	2	-1	-2	-0.2	.	7
COc1ccc(NC(=O)c2sc3nc(C)cc(C)c3c2N)cc1	-21	10	1	2	8	4.5	-4	-2
COc1cccc(C(=O)NNC(=O)C(=O)Nc2ccc(C)cc2)c1	-11	4	2	1	.	0.0	1	0
COc1cc2[nH]c(C(=O)N3CCN(c4ccc(F)cc4)CC3)cc2c(OC)c1OC	-9	-20	0	-3	-19	2.0	2	1
CSc1ccc(S(=O)(=O)N2CCC(C(=O)NCCc3ccccc3)CC2)cc1	1	-8	-8	-4	-1	0.3	-3	-2
O=C(CCSc1nnc2ccccn12)Nc1ccc2c(c1)OCO2	-1	-3	-12	-3	-8	.	0	4
Cc1ccc(OC(=O)c2ccc(S(=O)(=O)N(C)C)cc2)c(-n2nc3ccccc3n2)c1	.	3	-6	.	-26	.	4	0
O=C(O)c1ccc2c(c1)C1C=CCC1C(c1ccncc1)N2 (configuration not stated)	-8	-16	4	.	-7	0.4	-6	-3
N#C[C@H]1[C@H](c2ccccc2-c2cccc(F)c2)[C@@H](CO)N1C(=O)Cc1cccnc1	8	.	.	-1	6	0.0	.	.
CSc1ncnc2c1ncn2CCCNCc1ccco1	-16	-1	-3	0	7	-2.0	-3	4
Cc1ccc2c(c1)N(C(=O)CCC(=O)NCCCN1CCC(Cc3ccccc3)CC1)CCO2	4	6	1	4	.	1.5	.	8
Cc1ccccc1S(=O)(=O)N(C)C[C@@H]1OCc2ccccc2-c2ccccc2C(=O)N([C@@H](C)CO)C[C@@H]1C	19	-22	1	0	-21	-0.6	.	-1
C[C@H]1CN([C@@H](C)CO)C(=O)c2ccccc2-c2ccccc2CO[C@@H]1CN(C)C(=O)Nc1ccccc1C(F)(F)F	-4	-2	0	-2	3	-2.1	.	2
C[C@H](CO)N1C[C@H](C)[C@@H](CN(C)S(=O)(=O)c2ccc(Cl)cc2)Oc2ccc(NC(=O)Nc3ccc4c(c3)OCO4)cc2C1=O	4	0	-1	0	-5	0.1	-2[16.7 µM]	-4
O=C1CCc2cc(S(=O)(=O)N3CCC(C(=O)NC4CCCC4)CC3)ccc2N1	-15	-7	-1	.	-1	.	-2	0
COc1ccc(CN2CCC(=O)N([C@H](CO)CC(C)C)CC2)cc1	-10	6	-5	-5	8	0.2	4	-2
COc1cc2c(cc1OC)CN(C(=O)c1ccc(OC)c(S(=O)(=O)N3CCCC3)c1)CC2	5	-2	0	1	.	-0.2	-1	2
COc1ccc(CCN2CC(C(=O)Nc3cccc(C(C)=O)c3)CC2=O)cc1OC (configuration not stated)	0	-5	0	3	3	2.2	5	-1

The closing 2 compounds of the part above lead into the next.
SMILES	RAD52 inh	RAD54 inh	PglD inh	ERAP1 inh	PGC1a acetyl inh	E-selectin induc	miR-122 sensor	Cneo AK release
COc1cc2c(cc1OC)CN(C(=O)c1ccc(OC)c(S(=O)(=O)N3CCCC3)c1)CC2	5	-2	0	1	.	-0.2	-1	2
COc1ccc(CCN2CC(C(=O)Nc3cccc(C(C)=O)c3)CC2=O)cc1OC (configuration not stated)	0	-5	0	3	3	2.2	5	-1
CCn1c(CN2CCN(Cc3ccc(C)cc3)C(CCO)C2)nc2ccccc21 (configuration not stated)	-7	5	4	14	.	0.5	1	2
Cc1ccccc1S(=O)(=O)N[C@@H]1CC[C@H](CCNS(=O)(=O)c2cccc(F)c2)O[C@@H]1CO	-1	-3	0	0	3	-0.4	.	45
Cc1ccc2c(C)nc(N/C(N)=N/S(=O)(=O)c3ccccc3)nc2c1	-13	-14	0	-1	4	0.0	-6	-1
COc1cccc(NC(=S)N/N=C2\CC(C)(C)Oc3ccc(O)cc32)c1	-14	.	.	1	-20	1.7	-18	.
O=C(Nc1ccc(C(=O)N2CCCCC2)cc1)c1ccccc1Br	-12	6	-3	0	7	-0.2	-9	4
NC(=O)C1(Nc2ccccc2)CCCC1	11	1	3	0	.	-0.8	-5	-1
Cc1ccc(SCC(=O)O/N=C(\N)c2ccc([N+](=O)[O-])cc2)cc1	.	0	1	.	-9	.	-3	-1
CCCN1C[C@H](C)[C@@H](OC)CN(C)C(=O)c2ccc(NC(=O)C3CCOCC3)cc2OC[C@@H]1C	1	.	.	-1	1	-0.2	.	.
NCC[C@H]1CC[C@H](NC(=O)NC2CCCCC2)[C@@H](CO)O1	2	-3	-1	-4	-5	0.2	.	3
COc1cccc(-c2ccc3c(c2)[C@H]2[C@H](CCN2C(=O)c2cccc(F)c2)[C@@H](CO)N3)c1	9	0	0	1	-8	-0.9	-4[16.7 µM]	11
COC(=O)c1ccc(NC(=O)COc2cccc(-n3cnnn3)c2)cc1	-7	1	-5	3	-1	.	6	0
COc1ccccc1NC(=O)N[C@H]1CC[C@H](CC(=O)N[C@@H](C)c2ccccc2)O[C@@H]1CO	-21	2	-2	-3	10	-0.7	.	-9
CC(C)c1nnc(NC(=O)CSc2nnc(NC(=O)c3c(F)cccc3F)s2)s1	-11	0	-2	-1	-3	.	2	1
COC(=O)Cn1ccc(N(C)C)c(C#N)c1=O	2	-7	-3	1	-12	.	2	-1
CCn1nnnc1SCC(=O)NCc1ccc2c(c1)OCO2	.	10	5	.	-5	.	-6	0
CC(=O)n1cc([C@@H]2C=C(C(=O)Nc3ccccc3)O[C@H](OCCCCO)C2)c2ccccc21	-32&-81	1&3	2&-1	-1	-22	1.1	9	8&-3
O=C(C[C@@H]1CC[C@H]2[C@@H](COC[C@@H](O)CN2C(=O)Nc2ccc(Cl)cc2)O1)NCc1ccncn1	11	0	-2	-3	-10	0.1	-1[16.7 µM]	1
COc1ccc2nc(SCC(=O)NCc3ccc(OC)c(OC)c3)[nH]c2c1	-21	7	-5	3	.	.	.	-3
Cc1cc(C)nc(Nc2ccccc2Br)n1	.	6	.	.	12	.	-12	0
C[C@H](NC(=O)C[C@@H]1CC[C@H]2[C@@H](COC[C@H](O)CN2Cc2cc(F)ccc2F)O1)c1ccccc1	4	2	1	3	-8	-0.1	-4[16.7 µM]	1
CC(C)NC(=O)N1CC[C@H]2[C@@H]1c1cc(Br)ccc1N(C)[C@H]2CO	4	5	-1	-2	-28	0.0	2[16.7 µM]	24
COc1cccc(S(=O)(=O)Nc2ccc3c(c2)OC[C@@H](C)N(C(=O)Cc2cccnc2)C[C@H](C)[C@@H](OC)CN(C)C3=O)c1	.	13	4	.	-7	-0.1	-4[16.7 µM]	0
CC(C)CN1CCC(Oc2cccc(C(=O)NCCc3ccccc3)c2)CC1	-12	8	0	4	1	.	-4	-2
Cc1ccc(CN2CCN(Cc3ccco3)CC2)cc1	-56	-4	4	-1	6	.	-4	2
CN(Cc1cn(C)nc1-c1ccc(Oc2ccccc2)cc1)C1CCOC1 (configuration not stated)	-1	-2	-3	-1	12	0.5	-1	-1

Ordered by SMILES length (high to low): part of the list above.
SMILES	RAD52 inh	RAD54 inh	PglD inh	ERAP1 inh	PGC1a acetyl inh	E-selectin induc	miR-122 sensor	Cneo AK release
Cc1ccccc1S(=O)(=O)N[C@@H]1CC[C@H](CCNS(=O)(=O)c2cccc(F)c2)O[C@@H]1CO	-1	-3	0	0	3	-0.4	.	45
COc1ccccc1NC(=O)N[C@H]1CC[C@H](CC(=O)N[C@@H](C)c2ccccc2)O[C@@H]1CO	-21	2	-2	-3	10	-0.7	.	-9
CC(=O)n1cc([C@@H]2C=C(C(=O)Nc3ccccc3)O[C@H](OCCCCO)C2)c2ccccc21	-32&-81	1&3	2&-1	-1	-22	1.1	9	8&-3
Cc1ccc2c(C)nc(N/C(N)=N/S(=O)(=O)c3ccccc3)nc2c1	-13	-14	0	-1	4	0.0	-6	-1

The list continues:
SMILES	RAD52 inh	RAD54 inh	PglD inh	ERAP1 inh	PGC1a acetyl inh	E-selectin induc	miR-122 sensor	Cneo AK release
CCOc1cc(C(=O)N(C)Cc2cc3ccccc3[nH]c2=O)cc(OCC)c1OCC	.	7	0	.	-8	.	6	9
O=C(NCC(c1ccco1)N1CCCC1)c1cccc(NS(=O)(=O)c2ccc(Br)cc2)c1 (configuration not stated)	-4	-1	-2	-1	.	.	.	4
CCOC(=O)C1(C)CCN1C(=O)c1cc2ccccc2s1 (configuration not stated)	-14	-3	-3	13	-8	0.0	0	-3
CCCc1[nH]nc2c1C(c1cc(OC)cc(OC)c1)C(C#N)=C(N)O2 (configuration not stated)	.	0	5	.	11	.	8	1
Clc1ccc(CNc2cnccn2)cc1Cl	-3	-9	-7	-1	2	0.0	3	5
CCOc1ccc(CCN2C(=O)C(=O)N([C@@H](Cc3ccc(O)cc3)CN3CCC[C@@H]3CN3C(=O)C(=O)NC[C@@H]3Cc3ccccc3)C[C@@H]2Cc2ccccc2)cc1	-12	5	-3	.	6	0.0	1	-1
COc1cccc(N2C(=O)Nc3ccc(Br)cc3C2(O)C(=O)NCCN(C)C)c1 (configuration not stated)	-2	-14	-4	2	1	-0.1	28	-3
O=C(COc1ccccc1)Nc1nnc(-c2ccc(F)cc2)o1	-11	-2	-6	-4	.	-0.8	-4	1
COc1ccc(NC(=O)N[C@@H]2CC[C@H](CCn3cc(-c4ccccc4)nn3)O[C@H]2CO)cc1	-6	-2	4	-1	-5	1.4	.	-3
COc1ccc(/C(N)=N/OC(=O)C2CCCCC2)cc1	-5	-4	-3	1	.	-0.1	-1	-2
CC1(NC(=O)CCc2ccccc2)CCN(CCCc2ccccc2)C1=O (configuration not stated)	-14	0	4	-4	-3	-0.1	7	0
N=c1c2c(ncn1Cc1ccco1)Oc1cc(O)ccc1C2c1ccccc1 (configuration not stated)	-24	-15	-5	.	-5	-0.3	-3	2
O=C(Cc1ccccn1)N1CC2(C1)[C@H](c1ccccc1)[C@@H](CO)N2C(=O)c1ccccc1	-161	.	.	-1	4	-0.1	.	.
O=C(O)C1CCN(c2c([N+](=O)[O-])cc(C(F)(F)F)cc2[N+](=O)[O-])CC1	.	-8	-5	.	15	.	0	-3
O=C1NCCN/C1=C\C(=O)c1ccc(Br)cc1	-3	3	-6	7	-5	4.4	-1	-3
CC1CCC2C(=O)N(c3ccc(NC4CCN(Cc5ccccc5)CC4)c([N+](=O)[O-])c3)C(=O)C2C1 (configuration not stated)	-9	7	1	.	6	0.2	-4	0
COc1ccccc1N(CC(=O)N1CCCCC1)S(=O)(=O)c1ccccc1	.	4	-1	.	0	.	.	-6

Outcome played no part in choosing rows. Share with any hit: about 1.4%.
